# NALP1 inh = NALP1 inhibition; S. cerevisiae NALP1/ASC/caspase-1 growth, X-gal OD620, 72 h; inhibition, % at 10 µM; 280,000 tested, 0.61% active; in the data active = inhibition mostly above about 24%, no sharp cut-off; inactive = mostly below about 32%; note: some compounds called inactive have numbers as strong as hits
# OXTR agonist = agonists of human oxytocin receptor; P30559; CHO-OTR cells, Fluo-8 calcium fluorescence; normalized: DMSO 0%, oxytocin 100%; 320,000 tested, 0.32% active; activation, % at 3 µM;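 active = activation above the mean of all tested compounds plus 3 SD, cutoff set per screening run, cut at about 20% in these data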;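 note: peak over basal fluorescence ratio from a 100 s FLIPR kinetic read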
# Target sequence (P30559 whole entry, looked up): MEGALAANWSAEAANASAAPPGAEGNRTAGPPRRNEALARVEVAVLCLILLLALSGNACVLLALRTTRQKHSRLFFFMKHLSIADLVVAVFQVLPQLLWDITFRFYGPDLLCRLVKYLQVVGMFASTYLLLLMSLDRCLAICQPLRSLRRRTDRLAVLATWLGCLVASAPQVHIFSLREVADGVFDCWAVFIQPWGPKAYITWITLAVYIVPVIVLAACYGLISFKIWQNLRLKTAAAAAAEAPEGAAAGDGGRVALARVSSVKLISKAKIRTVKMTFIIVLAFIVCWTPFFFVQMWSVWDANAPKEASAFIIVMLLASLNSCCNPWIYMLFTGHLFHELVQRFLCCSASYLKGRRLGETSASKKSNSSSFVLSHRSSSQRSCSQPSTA
# GalR3 antag = human GalR3 antagonism | O60755 | HEK293 GalR3-CNG cAMP membrane potential fluorescence; galR3 body fused to GalR1 C-terminus | inhibition, % at 3 µM | 360,000 tested, 0.44% active | AID 651719;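 active = inhibition above the screen-wide average plus 3 SD, cut at about 13% in these data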;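 note: forskolin and galanin both at EC90 stimulate the cells; cAMP rise reported by CNG channel membrane potential dye signal; 0% = forskolin plus galanin with DMSO and 100% = forskolin alone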
# Target sequence (O60755 1-299 limits assumed): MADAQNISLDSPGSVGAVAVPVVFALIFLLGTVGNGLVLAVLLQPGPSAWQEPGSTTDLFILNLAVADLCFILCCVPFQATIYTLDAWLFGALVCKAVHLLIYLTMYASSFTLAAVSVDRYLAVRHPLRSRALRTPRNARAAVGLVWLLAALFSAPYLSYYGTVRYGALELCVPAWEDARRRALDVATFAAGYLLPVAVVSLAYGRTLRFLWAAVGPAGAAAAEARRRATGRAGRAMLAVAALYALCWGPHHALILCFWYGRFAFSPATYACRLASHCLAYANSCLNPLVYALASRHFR
# GPR7 antagonist = human neuropeptides B/W receptor 1 antagonism; P48145; GPR7-expressing cells, fluorescence antagonist assay; inhibition, % at 4.4 µM; 290,000 tested, 1.1% active; in the data active = inhibition above about 16%, passing the limit was not always enough;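 note: cells stimulated with the agonist NPW; 0% = agonist with vehicle and 100% = vehicle without agonist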
# Target sequence (P48145 whole entry, looked up): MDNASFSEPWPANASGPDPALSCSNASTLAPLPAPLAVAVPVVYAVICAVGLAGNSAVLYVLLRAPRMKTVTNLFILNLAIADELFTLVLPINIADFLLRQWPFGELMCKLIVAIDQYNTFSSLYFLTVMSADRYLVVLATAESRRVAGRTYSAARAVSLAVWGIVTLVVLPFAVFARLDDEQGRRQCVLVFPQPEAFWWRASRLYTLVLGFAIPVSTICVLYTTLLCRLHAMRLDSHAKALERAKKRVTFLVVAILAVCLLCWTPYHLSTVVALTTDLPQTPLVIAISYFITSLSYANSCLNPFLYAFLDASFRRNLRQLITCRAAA
# M18AAP inhibitor = blocks P. falciparum M18 aspartyl aminopeptidase. recombinant PfM18AAP, H-Glu-NHMec fluorogenic cleavage. inhibition, % at 7.35 µM. 290,000 tested, 1.2% active. AID 1822;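 active = inhibition above the campaign mean inhibition over all tested compounds plus 3 SD, cut at about 28% in these data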;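 note: 0% = plate median of test compound wells and 100% = 2 mM ZnCl2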
# OXTR potentiate = potentiators of human oxytocin receptor; P30559; CHO-OTR cells, Fluo-8 calcium fluorescence, potentiator mode; 0% = oxytocin EC15, 100% = EC100; activation, % at 3 µM; 320,000 tested, 0.061% active; AID 2445;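 active = activation above that plate's cutoff, the mean activation of tested compounds plus 3 SD, cut at about 6.6% in these data, passing the limit was not always enough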;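 note: 100% uses oxytocin at 75 nM as the full agonist control; some results filed as inactive read as strong as hits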
#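 Assay system: CHO cell line stably expressing human OTR | Also added: Oxytocin at about EC15, sub-maximal agonist stimulus | Times: Compound 6 min at room temperature before oxytocin, 100 s read | Measured by: Fluo-8 intracellular calcium fluorescence, ex 470-495, em 515-575 nm | Controls: EC15 oxytocin alone as 0%, 75 nM oxytocin as 100%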
# V1aR counter = counter-screen for oxytocin receptor agonists: human V1a receptor agonists. CHO-V1R cells, Fluo-8 calcium fluorescence, agonist mode; 0% DMSO, 100% 3 nM vasopressin. activation, % at 3 µM. 320,000 tested, 0.25% active;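 active = activation above the mean activation of all tested compounds plus 3 SD, per screening run, cut at about 20% in these data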;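 note: signal is peak over basal fluorescence ratio across a 100 second FLIPR read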
# MEKK2 mut-MEK5 = signal of MEK5 binding to mutant human MEKK2 PB1 domain; 290,000 tested, 0.35% active; bead flow cytometry, Alexa488-MEK5 binding to MEKK2 mutant; percent response, % at 10 µM; in the data active = percent response above about 24%, passing the limit was not always enough; note: inactives centre near 1; some results filed as inactive read as strong as hits
# MEKK2 WT-MEK5 = raises or lowers MEK5 binding to wildtype human MEKK2 PB1 domain. bead flow cytometry, Alexa488-MEK5 binding to MEKK2 WT; actives lie on both sides. AID 1531. 290,000 tested, 1.1% active. Q9Y2U5. binding response (% of control), % at 10 µM; in the data active = binding response below about 67% or above about 130%
# * hit, by the source's call; / = not tested or not shown.
SMILES,NALP1 inh,OXTR agonist,GalR3 antag,GPR7 antagonist,M18AAP inhibitor,OXTR potentiate,V1aR counter,MEKK2 mut-MEK5,MEKK2 WT-MEK5
C=CCNC(=O)CSc1nc2sccc2c(=O)n1-c1ccccc1,7,-0.8,-2,-12,3,-8,-0.4,0,97
Cc1ccc(NC(=O)c2ccc([N+](=O)[O-])cc2Cl)nc1,27,-0.7,-5,-15,3,-11,-0.7,2,103
Cc1ccc(C(=O)NCCNC(=O)c2ccccn2)cc1,6,0.5,-2,-7,-4,-6,1.5,-6,94
Cc1ccc(C2CCN(C(=S)NC3CCCCC3)C2)cc1 (stereo unspecified),8,-0.7,-9,-18,-1,-1,1.5,-2,100
CCc1ccc2c(c1)Sc1ccccc1CC2N1CCN(C)CC1 (stereo unspecified),/,14,-10,/,/,-9,7.2,/,/
CCOCCc1nn2c(=O)cc(CSCC(=O)Nc3ccccc3)nc2s1,6,0.4,0,-5,-3,-6,-0.8,-1,91
COc1ccc(NC(=S)N2CCC(NC(=O)c3ccccc3C)CC2)cc1,-4,0.8,-9,-6,2,2,1.3,-4,95
O=C(c1ccc(Cn2ccc([N+](=O)[O-])n2)cc1)N1CCN(Cc2ccccc2)CC1,-1,2.9,-9,-4,-5,0,1.2,-3,93
CCOC(=O)c1ccc2nc(C)c(CCC(C)=O)c(Cl)c2c1,10,-0.8,-2,-18,-12,-1,0.3,4,107
CC(Oc1ccc(F)cc1F)C(=O)/C=C/N(C)C (stereo unspecified),10,1.3,-6,-10,0,-5,-0.3,-4,90
COCCNC(=S)N/N=C(\C)c1ccccc1OC,30,-0.1,1,-2,-2,-5,0.4,1,107
CC(C)Nc1ncnc2c1cnn2-c1ccccc1,34,-0.5,0,0,-7,-6,0.6,4,99
Cc1cc(C)cc(NC(=O)c2ccc3c(c2)CCN3S(C)(=O)=O)c1,5,-1.8,-10,7,1,-18,1.0,10,106
Cc1nn(Cc2ccccc2Cl)c(C)c1NC(=O)CCCn1nc([N+](=O)[O-])c(Cl)c1C,26,1.2,-8,-11,1,-5,2.6,0,105
CCOc1ccc(CC(=O)C2C(=O)CC(C)(C)CC2=O)cc1OCC,13,-0.4,0,-4,1,-13,0.1,-2,94
CCCCOC(=O)CCc1nc2ccccc2[nH]1,8,-0.9,-6,-11,-8,-3,0.0,0,101
Cc1cc(C)n(CC(O)Cn2c3ccccc3c3ccccc32)n1 (stereo unspecified),16,4.3,0,-10,0,-4,1.5,4,103
CCOc1ccc(Nc2ccc(N3C(=O)CCC3=O)cc2[N+](=O)[O-])cc1,12,-2.4,-5,-12,-4,-10,-1.5,-3,98
O=C1C=C(c2ccc(F)c(Cl)c2)C[C@@H](c2ccc(F)cc2)C1,/,-0.5,-3,/,/,-4,1.0,/,/
CC(C)N1CCC(N2CCN(Cc3ccc(-c4ccccc4Cl)o3)CC2CCO)CC1 (stereo unspecified),-17,-0.3,-4,9,-3,-13,-0.4,-13,105
Cc1ccccc1-n1nc(SCC(=O)O)sc1=S,0,-0.4,-5,1,1,-7,0.3,-14,74
Cc1onc(-c2ccccc2)c1C(=O)N/N=C/c1cccc(O)c1,20,2.0,-6,-3,-2,-1,3.3,0,101
COC(=O)c1ccc(C(C(=O)NCc2ccccc2)N(Cc2cccs2)C(=O)c2cnccn2)cc1 (stereo unspecified),38,-1.5,-3,-4,-2,5,0.9,-1,102
CCOC(=O)C1CCN(C(=O)COC(=O)c2nc3nc(C)cc(C)n3n2)CC1,/,4.4,-4,/,/,-8,1.7,/,/
CC1(C)CC(=O)C=C(c2ccc3c(c2)OCO3)C1,/,-1.5,-3,/,/,1,-1.3,3,104
# Next part:
SMILES,NALP1 inh,OXTR agonist,GalR3 antag,GPR7 antagonist,M18AAP inhibitor,OXTR potentiate,V1aR counter,MEKK2 mut-MEK5,MEKK2 WT-MEK5
Cc1ccc(SCc2noc(C(=O)NCC3CCCO3)c2C(=O)O)cc1C (stereo unspecified),-7,0.4,-4,-9,-4,-4,0.5,7,110
O=C(O)c1cccc(NC(=O)c2ccc3c(c2)C(=O)N(c2cccc([N+](=O)[O-])c2)C3=O)c1,21,1.9,-10,-4,-7,-9,0.6,6,110
Cc1cccc(N2CCN(CC(=O)Nc3nccs3)CC2)c1C,4,-1.5,-4,36*,-2,-8,1.5,3,105
CS(=O)(=O)N(CC(=O)N1CCN(Cc2ccccc2)CC1)c1ccc2c(c1)OCCO2,2,1.2,-3,8,5,-3,1.0,6,103
O=C(Nc1ccccc1)c1cnc(-c2ccccc2)nc1-c1ccccc1,13,1.2,-4,-17,-7,5,2.0,1,98
C/C(=N\NC(=O)CNC(=O)c1cccs1)c1ccc(Cl)c(Cl)c1,20,3.7,-1,-15,1,-9,6.1,0,100
CC(C)c1ccc(NC(=O)CSc2nnc(-c3ccccn3)n2C)cc1,-6,-1.2,-6,-2,-3,-3,-0.7,/,/
C[C@H]1CC[C@H]2C(=O)N[C@H](Cc3ccccc3)C(=O)N2[C@@H]1c1ccccc1,13,30*,/,-10,4,-15,-0.2,4,99
O=C(CCC(=O)N1CCOCC1)NCc1cccc(C(F)(F)F)c1,/,-0.4,-6,/,/,3,0.7,/,/
FC(F)(F)c1ccc(Cl)c(-n2c(Cc3cccs3)n[nH]c2=S)c1,18,5.6,5,12,14,-5,1.0,-1,98
Cc1ccccc1S(=O)(=O)c1cc2ccccc2nc1N,3,-0.6,-3,-7,1,-23,2.2,-3,94
CCOC(=O)c1cnc(SC)nc1Nc1cccc(F)c1,4,-2.1,-6,-6,4,-3,-0.7,7,100
O=C(NNc1ccc([N+](=O)[O-])cc1[N+](=O)[O-])c1ccco1,-8,4.9,/,-11,15,-12,10,-1,98
Cn1c(CNc2cccc(Cl)c2)nnc1SCC(=O)OC1CCCCC1,-2,10,-4,4,1,-22,11,-1,92
O=C(CCN1C(=O)c2ccccc2C1=O)Nc1ccc(S(=O)(=O)NC2=NCCCCC2)cc1,-16,1.0,-7,7,-2,-2,0.6,2,113
COCCOC(=O)c1[nH]c2c(c1C)C(=O)CC(c1ccc(OC)cc1)C2 (stereo unspecified),4,5.2,-9,9,-8,-18,5.8,9,104
Cc1ccc(-c2cc(C(=O)O)n(-c3ccc(S(N)(=O)=O)cc3)n2)cc1,-29,0.2,-4,3,-2,-5,-0.1,1,100
O=C(C1CC1)N1CCN(c2ccc([N+](=O)[O-])cc2)CC1,/,0.3,-2,/,/,-6,0.2,/,/
CC(=O)c1ccc(NC(=O)CCn2c(=S)oc3ccccc32)cc1,-6,2.2,-11,-9,6,-18,0.2,10,108
CCn1c2ccccc2c2nnc(SCCN3CCCCC3)nc21,9,-0.5,-9,-18,8,-10,-0.2,5,110
Cc1ccc(C(=O)N(Cc2nnc(-c3ccc(Cl)cc3)o2)C2CC2)o1,/,-1.6,1,/,/,-4,0.5,/,/
CCOC(=O)C(C(=O)N(C)C)c1ncc(C(F)(F)F)cc1Cl (stereo unspecified),3,0.4,-4,-20,2,4,-0.8,-4,95
Cc1ccc2c(c1)N=C(c1ccccc1)CC(C(Cl)Cl)=N2,-27,-2.3,0,-11,8,-13,1.2,-20,88
CC1(C)Cc2ccccc2C(=C(C#N)C#N)N1,1,-0.2,-2,-14,5,-2,0.6,-2,98
CCOc1ccc2[nH]c(=O)c(CN(CCN3CCOCC3)Cc3nnnn3C(C)(C)CC)cc2c1,1,-0.5,3,-15,2,-5,-0.1,/,/

# Of the compounds above, these have an NH in an aromatic ring.
SMILES,NALP1 inh,OXTR agonist,GalR3 antag,GPR7 antagonist,M18AAP inhibitor,OXTR potentiate,V1aR counter,MEKK2 mut-MEK5,MEKK2 WT-MEK5
CCCCOC(=O)CCc1nc2ccccc2[nH]1,8,-0.9,-6,-11,-8,-3,0.0,0,101
FC(F)(F)c1ccc(Cl)c(-n2c(Cc3cccs3)n[nH]c2=S)c1,18,5.6,5,12,14,-5,1.0,-1,98
COCCOC(=O)c1[nH]c2c(c1C)C(=O)CC(c1ccc(OC)cc1)C2 (stereo unspecified),4,5.2,-9,9,-8,-18,5.8,9,104
CCOc1ccc2[nH]c(=O)c(CN(CCN3CCOCC3)Cc3nnnn3C(C)(C)CC)cc2c1,1,-0.5,3,-15,2,-5,-0.1,/,/

# Carrying on:
SMILES,NALP1 inh,OXTR agonist,GalR3 antag,GPR7 antagonist,M18AAP inhibitor,OXTR potentiate,V1aR counter,MEKK2 mut-MEK5,MEKK2 WT-MEK5
CC(=O)Nc1ccc(NC(=O)C2CCN(C(=O)c3ccc([N+](=O)[O-])cc3)CC2)cc1,0,-0.6,2,-5,-2,-12,0.0,0,101
CC(C)Cc1nnc(NC(=O)CSc2ncn[nH]2)s1,26,-0.5,-2,-15,38*,-10,-0.2,-2,101
CC(C)(C)c1ccc(C(=O)N2CCN(CCNC(=O)C(=O)NCc3ccc(Cl)cc3)CC2)cc1,-11,5.4,/,-10,-8,-9,11,5,98
CCOc1cc(/C=N/NC(=O)c2ccc(-c3csc(Nc4ccc(C)cc4)n3)cc2)ccc1OCC(=O)O,-3,/,-5,2,3,/,/,-20,77
COC(=O)[C@H]1[C@@H](C)N(CCc2cc(OC)c(OC)c(OC)c2)C(=O)N[C@H]1c1ccccc1,/,-1.6,-3,/,/,4,0.7,-1,99
O=C(NCc1ccco1)c1csc(Nc2ccccc2Cl)n1,38,-1.3,6,9,-2,-4,-1.7,-1,101
CCC(CC)NC(=O)Nc1ccccc1C,-2,-0.3,-2,-13,-10,-8,0.3,3,101
CCCCOc1ccc(C(CC(=O)NC)C(=O)O)cc1 (stereo unspecified),-11,1.4,-2,3,7,1,0.0,0,98
Cn1ncc2c(NNC(=O)c3ccc(Cl)c(Cl)c3)ncnc21,29,0.1,-8,-3,13,-5,0.8,13,117
O=C(/C=C/c1ccccc1)N1CCN(c2ccccn2)CC1,8,-1.1,-7,-5,-11,-13,-0.1,-2,93
COc1cccc(-n2c(N)c(C#N)c3ccc([N+](=O)[O-])cc3c2=O)c1,27,0.1,-1,-7,3,0,-0.5,12,105
COc1ccccc1OCCNC(=O)C1CC(=O)N(Cc2ccccc2)C1 (stereo unspecified),/,1.4,-3,/,/,-3,0.8,/,/
CCc1ccc2[nH]cc(C(=O)N3CCCCCC3)c(=O)c2c1,7,-1.0,-3,2,10,-10,-0.2,0,111
N/C(COc1ccccc1)=N\NC(=O)c1cccnc1Oc1ccccc1,26,1.9,-5,-4,4,-6,-0.1,5,100
S=C(Nc1cccc(Cl)c1)N1CCN(Cc2ccccc2)CC1,33,2.2,-2,0,-1,-6,1.3,-1,96
O=C(CSCc1ccccc1)N/N=C/c1cc2c(cc1Br)OCO2,8,2.3,-4,-4,5,-5,4.3,2,104
CCN1C(=O)[C@@H]2[C@H](C1=O)[C@@H]1C(=O)Nc3ccccc3C(=O)N1[C@@H]2c1cccc(Cl)c1,6,1.2,/,2,5,3,0.3,4,112
Cc1[nH]n(-c2ccc(Br)cc2)c(=O)c1C=Nc1ccc(S(=O)(=O)Nc2nccs2)cc1,30,1.1,-7,1,5,-7,0.5,2,91
O=C(Nc1ccccc1)Nc1ccc2snnc2c1,-7,18,0,25*,0,-22,12,8,105
COc1ccc(/C(O)=C/C(=O)C(=O)NNC(=O)C(O)(c2ccccc2)c2ccccc2)cc1,-1,-0.4,-2,9,4,-19,0.3,5,106
O=C(Nc1cccc(Cl)c1)c1nc[nH]c1C(=O)NCc1ccccc1,/,0.1,-6,/,/,-4,0.1,/,/

# Bioassay records deposited in PubChem by several laboratories.
